Pf apPOL inh – Pf-apPOL DNA polymerase inhibition; inhibition, % at 10 µM; AID 1794808; actives 0.25% (n = 210,000); Recombinant Pf-apPOL, molecular beacon fluorescence, 1.5 h
mHTT CaM bind – inhibitors of human mutant huntingtin-calmodulin interaction | P42858 | AlphaScreen His-mHTT/GST-CaM binding, luminescence | inhibition, % at 15 µM | actives 3.6% (n = 190,000) | AID 1671202;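 further: 0% = both proteins with DMSO and 100% = one protein alone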
An asterisk follows results filed as active; i = inactive; · = not tested or not shown; & = joins results of further samples. No stated cut-off is given here; in the data, active means inhibition above about 50%; inactive means the rest.

SMILES | Pf apPOL inh | mHTT CaM bind
CCNC(=O)CC1SC(=Nc2ccc(OC)cc2)N(C)C1=O (configuration not stated) | -4 | 0
NC(=O)C1CCN(C(=O)CN(Cc2ccccc2F)S(=O)(=O)c2ccc(Cl)cc2)CC1 | -1 | 5
Cc1ccc2oc(=O)c(C=C(O)c3ccccc3)nc2c1 | -7 | 6
O=C(NCc1ccccc1)C1CCN(c2cnc3nccnc3c2)CC1 | -2 | -2
Cc1ccc(CN2CC34C=CC(O3)C(C(=O)NCc3ccccc3Cl)C4C2=O)cc1 (configuration not stated) | -2 | 28
COc1cccc(CNC(=O)NCc2ccnc(N3CCCCC3)c2)c1 | 1 | 7
O=C(CN1CCOCC1)c1c[nH]c2ccccc12 | 0 | -3
O=C(NNC(=S)Nc1ccc(F)cc1)c1ccc[nH]1 | 1 | ·
O=C(O)c1cn(-c2ccccc2F)nn1 | 3 | 0
CCOC(=O)Oc1ccc2oc(-c3ccc(OC)cc3)c(C(=O)OCC)c2c1 | -3 | -16
CCN1c2cc(C)ccc2-n2cccc2C12CCN(C(=O)Nc1ccccc1F)CC2 | -3 | 31
CCOC(=O)COc1ccc2c(c1)OC(=Cc1ccc(Cl)cc1)C2=O | -4 | 4
CCc1ccc(OCC(O)CNC(C)C)cc1 (configuration not stated) | -7 | -1
CC(/C=C1\N=C(c2cccc(Br)c2)OC1=O)=C\c1ccccc1 | -5 | 6
Cc1ccc(NC(=O)C2CC3CCC2C3)c(Br)c1 (configuration not stated) | -6 | -4
Cn1c2c(c(=O)n(C)c1=O)C(c1ccccc1[N+](=O)[O-])C1C(=O)c3ccccc3C1=N2 (configuration not stated) | 19 | 11
CC(=O)NS(=O)(=O)c1ccc(N2C(=O)CC(Sc3nc4ccccc4s3)C2=O)cc1 (configuration not stated) | -4 | 11
Cc1noc(C)c1Cn1ccc2ccn(CCN(C)C)c2c1=O | -4 | -2
COc1ccc(C(=O)Oc2ccc3c(c2)OC(=Cc2ccco2)C3=O)cc1OC | -8 | 4
COC(=O)COc1ccc2oc(=O)c(-c3ccc(Br)cc3)c(C)c2c1 | -27 | -5
C=CCNc1ncnc2c1cnn2-c1ccc(C)cc1C | -6 | 13
CSCCC(C(O)=C(C#N)c1nc2ccccc2[nH]1)N1C(=O)c2ccccc2C1=O (configuration not stated) | -1 | 67*
CCCCCSC1=C(C#N)C(C)(C)C(C#N)C(=O)N1 (configuration not stated) | 0 | -10&0
CN(C)CCCNC(=O)c1cc2c(n1C)CCN(Cc1ccc(F)cc1)C2 | 2 | 96*
Cc1nc(Nc2ccccc2)sc1C(=O)NC1CCCC1 | 2 | -6
CCOC(=O)C(C)Oc1ccc2c(c1)OC(=Cc1cccc(C)c1)C2=O (configuration not stated) | 7 | 2
Cc1ccccc1NC(=O)CCNS(=O)(=O)c1ccc(Br)s1 | -10 | -5
CC(C)COc1ccc2c(c1)c1c3n2CCNC3CCC1 (configuration not stated) | · | 48
Cc1cc(O)cc2c1C(=O)C(=Cc1cn(C)c3ccccc13)O2 | -2 | 5
O=C(c1cc(F)ccc1Cl)N1CCCC(c2noc(-c3cccc(F)c3)n2)C1 (configuration not stated) | -2 | -6
CN1C(=O)/C(=c2/sc3nc4ccccc4n3c2=O)c2ccccc21 | 2 | -7&0
O=C(O)CCn1nc(-c2ccc(F)cc2)cc(Cc2ccccc2)c1=O | -96&-142 | ·
Cc1cc(C(=O)NC2(O)C(=O)c3ccccc3C2=O)n(C)n1 | -3 | ·
COc1ccc(C2NC(CC(C)C)(C(=O)O)C3C(=O)N(c4ccccc4Cl)C(=O)C23)cc1 (configuration not stated) | 1 | -3
COc1ccccc1C=CC=C1Oc2cc(OC(=O)C3CC3)ccc2C1=O | -6 | 8
COC(=O)c1cc(C=C(C#N)S(C)(=O)=O)cn1-c1ccc(Cl)cc1 | -2 | ·
CC(C)CC(=O)Nc1c2c(nn1-c1cccc(Cl)c1)CS(=O)C2 (configuration not stated) | -6 | -1
CC(C)(C)N=C1Nc2ccccc2CNC12CCN(C(=O)C(C)(C)C)C2 (configuration not stated) | -3 | 21
Cc1ccn(-c2ccc(C(=O)NC(C)C)cn2)n1 | -1 | -7
CSCC(C)(O)CNC(=O)c1cccc2ccccc12 (configuration not stated) | -5 | 1
COc1ccc(OC)c(NC(=O)CCN2C(=O)c3ccccc3C2=O)c1 | 5 | -3
CCc1cccc(NC(=O)Cn2c(C)nc3c(c2=O)CCN(Cc2ccccc2)C3)c1 | 5 | 0
O=c1[nH]nc(SCc2ccc(F)cc2)c(=O)[nH]1 | 1&-2 | -5&-3
CC(=O)c1cccc(NC(=O)CN(c2ccc(I)cc2)S(C)(=O)=O)c1 | -5 | 21
COc1ccc(S(=O)(=O)n2nnc3ccccc32)cc1C | -6 | -7
Cc1ccc(OCC(=O)N2CCc3[nH]ncc3C2)cc1 | -9 | 21
Clc1cccc2c3c([nH]c12)CCNC3 | · | -5
Cc1cc(C2CCCN2C(=O)c2cc3nc(C4CC4)cc(C(F)(F)F)n3n2)no1 (configuration not stated) | -1 | 1
CCCN1C(=O)Cc2ccccc2C1C(=O)NCc1ccc2c(c1)OCO2 (configuration not stated) | -2 | -3
O=C(Nc1cccc(O)c1)c1ccc(Cl)cc1 | -11 | -3
Next part
SMILES | Pf apPOL inh | mHTT CaM bind
Cc1noc(-c2cccc(C(F)(F)F)c2)c1C(=O)NC(C)c1ccccc1 (configuration not stated) | -5 | -2
CCc1nnc(NS(=O)(=O)c2ccc(NC(=O)/C=C/c3ccc(F)cc3)cc2)s1 | -3 | 7
COc1ccc2c(c1)NC1(CCN(C(=O)COc3ccc(F)cc3)CC1)c1cccn1-2 | 1 | 96*
CCOc1cc(CN2CCCC2c2c(C)noc2C)ccc1O (configuration not stated) | 1 | 5
COc1ccccc1-c1c(C)[nH]n2c(=O)c3c(nc12)CCCC3 | -2 | 0
Cc1ccc(Cl)cc1N1CCN(C(=O)C2CC2)C(C)C1=O (configuration not stated) | -1 | -6
CCOc1ccc(-c2nc3n(c(=O)c2C#N)CCS3)cc1 | -4 | 3
Cc1cc(C2CCCN2C(=O)c2cnn3cccnc23)no1 (configuration not stated) | 0 | -1
COc1ccccc1N1CCN(C(=O)c2cccs2)CC1 | -21 | -6
CCN(CC)S(=O)(=O)c1ccc(C(=O)Nc2c3c(nn2-c2ccccc2C)CSC3)cc1 | -4 | 1
COc1ccc(Cl)cc1S(=O)(=O)NCCC12CC3CC(CC(C3)C1)C2 | -6 | -6
CCCCN(CC#CCC1CC(COCCC)OC1=O)CCCC (configuration not stated) | 2 | -3
CCCCN(C)Cc1ccncc1 | 6 | -9
CCC(=O)Nc1c(C)ccc2nsnc12 | -5 | -3
COc1ccc(CCNC(=O)C(=O)Nc2ccc3c(c2)OCO3)cc1OC | -6 | 4
c1cn(-c2ccc(N3CCCCC3)nn2)cn1 | · | -8
Cc1ccc(C(=O)NCc2cccnc2)s1 | -5 | -1
CCCCN1C[C@H](Cc2ccccc2)[C@@H](CC(=O)Nc2ccc(OC)cc2)C1=O | -3 | 8
O=C(OCc1ccccc1)c1cnc(N2CCSCC2)nc1C(F)(F)F | 1 | ·
COc1ccc(C2CC(C(F)(F)F)n3nc(C(=O)NC(C)C)c(Cl)c3N2)cc1 (configuration not stated) | 7 | 8

A run of entries of the results above:
SMILES | Pf apPOL inh | mHTT CaM bind
Cc1noc(-c2cccc(C(F)(F)F)c2)c1C(=O)NC(C)c1ccccc1 (configuration not stated) | -5 | -2
CCc1nnc(NS(=O)(=O)c2ccc(NC(=O)/C=C/c3ccc(F)cc3)cc2)s1 | -3 | 7
COc1ccc2c(c1)NC1(CCN(C(=O)COc3ccc(F)cc3)CC1)c1cccn1-2 | 1 | 96*
CCOc1cc(CN2CCCC2c2c(C)noc2C)ccc1O (configuration not stated) | 1 | 5
COc1ccccc1-c1c(C)[nH]n2c(=O)c3c(nc12)CCCC3 | -2 | 0
Cc1ccc(Cl)cc1N1CCN(C(=O)C2CC2)C(C)C1=O (configuration not stated) | -1 | -6
CCOc1ccc(-c2nc3n(c(=O)c2C#N)CCS3)cc1 | -4 | 3
Cc1cc(C2CCCN2C(=O)c2cnn3cccnc23)no1 (configuration not stated) | 0 | -1
COc1ccccc1N1CCN(C(=O)c2cccs2)CC1 | -21 | -6
CCN(CC)S(=O)(=O)c1ccc(C(=O)Nc2c3c(nn2-c2ccccc2C)CSC3)cc1 | -4 | 1
COc1ccc(Cl)cc1S(=O)(=O)NCCC12CC3CC(CC(C3)C1)C2 | -6 | -6
CCCCN(CC#CCC1CC(COCCC)OC1=O)CCCC (configuration not stated) | 2 | -3
CCCCN(C)Cc1ccncc1 | 6 | -9
CCC(=O)Nc1c(C)ccc2nsnc12 | -5 | -3
COc1ccc(CCNC(=O)C(=O)Nc2ccc3c(c2)OCO3)cc1OC | -6 | 4
c1cn(-c2ccc(N3CCCCC3)nn2)cn1 | · | -8
Cc1ccc(C(=O)NCc2cccnc2)s1 | -5 | -1
CCCCN1C[C@H](Cc2ccccc2)[C@@H](CC(=O)Nc2ccc(OC)cc2)C1=O | -3 | 8
O=C(OCc1ccccc1)c1cnc(N2CCSCC2)nc1C(F)(F)F | 1 | ·
COc1ccc(C2CC(C(F)(F)F)n3nc(C(=O)NC(C)C)c(Cl)c3N2)cc1 (configuration not stated) | 7 | 8

(listing goes on)
SMILES | Pf apPOL inh | mHTT CaM bind
Nc1cnc2ccccc2c1 | · | -3
CCn1c(/C(C#N)=C/c2ccc(Cl)cc2)nc2ccccc21 | 0 | -32
FC(F)(F)c1ccc(Nc2nnnc3c2cnn3-c2ccccc2)cc1 | -3 | -8
Cc1ccsc1C(=O)N1CCC(c2nc(C(=O)N(C)C)c(C)o2)CC1 | -5 | -7
O=C(NCCC1=CCCCC1)c1cn2c(n1)CCCC2 | -3 | -5
COc1ccc(NC(=O)CN(c2ccc(Cl)cc2C)S(C)(=O)=O)cc1OC | 0 | 11
COCCC1CCN(C(=O)Cc2ccccc2F)CC1 | -3 | -5
COc1ccc(C(O)=Cc2nc3cc(Cl)ccc3oc2=O)cc1OC | 9 | 17
CS(=O)(=O)N1CCC(C(=O)NCC2CCN(C(=O)Nc3ccc(F)cc3)CC2)CC1 | -2 | -13
Cc1nc(C(F)(F)F)ccc1NC(=O)C=CC(=O)O | -4 | ·
CCCCn1c(=O)[nH]c2c(c1=O)CCC2 | -4 | -10
COc1ccc(OC)c(/C=C/c2ccc3cccc(O)c3n2)c1 | 2&-2 | 36&30
CNC(=O)CN1C(=O)CSC1c1ccc(F)cc1 (configuration not stated) | -2 | -9
Cc1cccc(-c2nccc(C3CCCN(C(=O)c4ccccc4)C3)n2)c1 (configuration not stated) | -6 | 32
N#C/C(=C\Nc1ccccc1)c1nc(-c2cccc(Br)c2)cs1 | 23 | -7
Cc1cn2c3ccccc3n(CCN(C)C)c2n1 | 1 | -3
CCCOc1ccc(NC(=O)c2ccc([N+](=O)[O-])cc2)cc1 | -1 | -5
CC(=O)N(C)c1ccc(NC(=O)CC(C)c2ccccc2)cc1 (configuration not stated) | -3 | -3
CCOC1=NC2Nc3ccc(Cl)cc3N(C)C2C1c1ccc([N+](=O)[O-])cc1 (configuration not stated) | -2 | 54*
O=S(=O)(NCc1ccccn1)c1cccc2nsnc12 | -3 | -2
O=c1cc(-c2ccc(Cl)cc2)oc2ccc(Br)cc12 | 4 | 3
CCOc1ccc(C(=O)Nc2ccc3nn(-c4cccc(Cl)c4)nc3c2)cc1 | -2 | 4
Cc1ccc(C(=O)N2CCC3(CC2)NC(=O)c2cccc(Cl)c2N3)cc1 | -3 | 16
CC1CN(S(=O)(=O)C(C)C)CC1c1nc(-c2ccncc2)no1 (configuration not stated) | -7 | -7
Cc1cc2c(=O)n(CC(=O)Nc3cccc(Br)c3)ccc2s1 | -4 | -1
COc1ccc(NC(=O)C2C3NC(=O)NC2(C)Oc2ccc(Cl)cc23)cc1 (configuration not stated) | -2 | 0
CC(=O)c1cc2c(cc1NC(=NS(=O)(=O)c1ccc(Cl)cc1)c1ccc(F)cc1)OCO2 | 1 | 0
CN(C)CCN(C)Cc1cccs1 | 5 | -5
O=C1OCCN1C(=O)[C@H]1[C@H](c2ccccc2)C(c2cccc(Cl)c2)=NN1c1ccc(Br)cc1 | 3 | -76
COc1cc(C)c(Br)cc1S(=O)(=O)N1CCN(CCO)CC1 | -5 | -16
O=S(=O)(NCc1ccccc1)c1ccc2c(c1)-c1oncc1CO2 | 0 | -3
O=C(O)c1cc(NC(=O)c2ccccc2Br)cc(C(=O)O)c1 | 4 | 4
Cn1c(=O)c2c(nc3n(CCO)c(-c4ccc(F)cc4)cn23)n(C)c1=O | -3 | 0
COc1ccc(C2(C(=O)O)CCOCC2)cc1 | 2 | 2
CCOc1ccc(C(=O)Nc2ccc(-c3cc4ccccc4oc3=O)c(C)c2)cc1[N+](=O)[O-] | -1 | 24
CC(=O)Nc1ccc(Oc2cc(N)cc([N+](=O)[O-])c2)cc1 | -5 | 12
O=C(NCC1CCCO1)c1coc(NC(=O)C2CC2)n1 (configuration not stated) | -4 | -12
COc1ccc2c(c1)CC/C2=N\OC(=O)c1cc(Cl)ccc1SC | -4 | i
Cc1nnc(NC(=O)CSc2ccc3nnc(-c4ccccn4)n3n2)s1 | -1 | 16
Cc1ccc(Cc2nc3ccccc3[nH]2)cc1 | -2 | -11
O=C(NCCNS(=O)(=O)c1cccnc1)c1ccc(NC(=O)C2CC2)cc1 | -4 | -5
COC(=O)[C@H](Cc1ccccc1)N1CC=CS1(=O)=O | -1 | 10
CCOc1ccc(-n2c(SCC(=O)NCc3ccccc3)nc3c(c2=O)SCC3)cc1 | 0 | -12
COc1ccc(Cn2cccc(S(=O)(=O)N3CCCC3)c2=O)cc1F | -7 | -7
O=C(Cc1c(C(=O)O)[nH]c2ccc(Cl)cc12)NC1CC1 | -12 | -2
Cc1nc(Nc2ccc(Br)cc2C)c2cc(C)sc2n1 | -5 | -18
S=c1nc(-c2ccc(Br)cc2)oc2c1CCCC2 | -282 | 10
O=C(NC1CCCCCC1)C1CCN(c2cc(N3CCOCC3)ncn2)CC1 | -2 | -6
C=CCNc1ncnc2c1c(-c1ccccc1)cn2-c1ccccc1 | -5 | 26

Look-ups from the list:
Pf apPOL inh with COC(=O)[C@H](Cc1ccccc1)N1CC=CS1(=O)=O reads -1
mHTT CaM bind with C=CCNc1ncnc2c1c(-c1ccccc1)cn2-c1ccccc1 reads 26

From PubChem BioAssay
